High-throughput results: PubChem, University of Kansas High Throughput Screening Laboratory
mHTT-CaM PPI inh – inhibitors of human mutant huntingtin-calmodulin interaction | inhibition, % at 15 µM | 190,000 tested, 3.6% active | AlphaScreen His-mHTT/GST-CaM binding, luminescence | AID 1671202 | P42858;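 note: 0% = both proteins with DMSO and 100% = one protein alone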
Pf apPOL inh – Pf-apPOL DNA polymerase inhibition; Recombinant Pf-apPOL, molecular beacon fluorescence, 1.5 h; inhibition, % at 10 µM; 210,000 tested, 0.25% active; AID 1794808
The depositor's hits bear a star; nt = no result given; & = joins results of further samples. Cut-off read from the data, not from the text of the source: active = inhibition above about 50%; inactive = the rest.

mol	mHTT-CaM PPI inh	Pf apPOL inh
O=C(O)COc1ccc2c(c1)C(=NO)c1cc(OCC(=O)O)ccc1-2	28	-3
CCNC(=O)N1CCc2nc(-c3ccc(Cl)cc3)ncc2C1	-8	-2
Cc1ccc(-n2cc(C(=O)NC3CCCCC3)c3ccccc3c2=O)cc1C	13	18
CC1=C(C(=O)Nc2ccccn2)C(c2ccc(O)cc2)n2ncnc2N1 (stereo not drawn)	1	0
CCn1nccc1C(=O)N1CCCC1c1ccccc1F (stereo not drawn)	-8	-4
N#CC(=CN1CCc2ccccc21)C(=O)c1cccc(C(F)(F)F)c1	nt	-4
C=CCN(CC=C)Cc1cc(=O)oc2ccc3ccccc3c12	-63	1
Cn1ccc2c(-c3ccc(C(N)=O)cc3)cc3c(c21)C1CCC3O1 (stereo not drawn)	-1	-3
OC1OC(C2COC3(CCCCC3)O2)C2OC3(CCCCC3)OC12 (stereo not drawn)	8	-1
Cc1cc(NC(=O)c2ccncc2)c2cc(Br)ccc2n1	-6	-10
c1ccc2c(c1)CCN(Cc1nc(-c3ccc(N4CCCCC4)nc3)no1)C2	-4	0
COc1ccc2c(c1OC)C(=O)OC2Nc1cccc(/C=C/C(=O)O)c1 (stereo not drawn)	3	-5
COc1ccc(OC)c(C(O)CN2CCN(C3CCCCC3)CC2)c1 (stereo not drawn)	-3&-2&-8	-2&-9&-2
COC1=CCC(OC)C=C1C=CC(=O)c1c(C)nc2ccc(Br)cc2c1-c1ccccc1 (stereo not drawn)	-7	1
COC(=O)C(C)Oc1ccc2c(c1)OC(=Cc1ccc(Br)cc1)C2=O (stereo not drawn)	4	-4
CCOC(=O)N1CCN(c2ccccc2OC)CC1	nt	2
Cc1nc(NC(=O)COc2ccc3c(c2)C(=O)CC3)sc1C(=O)N(C)C	-8	-7
CCCN(CCC)S(=O)(=O)c1ccc(C(=O)N(Cc2ccccc2)Cc2ccc(OC)c(OC)c2)cc1	nt	-6
COc1cc(Br)c(/C=C(\C#N)c2nn(-c3ccccc3)c(N)c2C#N)cc1OC	14&1	3&-7
O=c1c2cc3c(=O)n(CCCO)c(=O)c3cc2c(=O)n1CCCO	-3	-4
CCOC(=O)Nc1cc(-c2cccs2)nn1-c1nc(-c2ccccc2)cc(=O)[nH]1	-11	-2
CC[C@H]1CN2CCc3cc(OC)c(OC)cc3[C@@H]2C[C@@H]1C[C@H]1NCCc2cc(OC)c(OC)cc21	nt	-15
Nc1ccc(Cl)cc1-c1nc2ccccc2[nH]1	nt	-33
Cc1ccccc1C1CN(C(=O)c2ccc(Cl)cc2)CC1C(=O)N1CCOCC1 (stereo not drawn)	15	4
CCOC(=O)CC1C(=O)NCCN1CC=Cc1ccccc1OC (stereo not drawn)	-3	-9
CN(C)C(=O)Cc1csc(-c2ccccc2)n1	2	-2
O=[N+]([O-])c1ccc(OCC(O)CN2CCCCC2)cc1 (stereo not drawn)	2	4
CCCC(=O)Nc1cccc(NC(=O)c2cccc(OCC)c2)c1	5	-1
COc1ccc(CSc2nccc3c2ccn3CC(=O)Nc2ccccc2)cc1	-6	2
O=C(NCCCN1CCCCC1)c1cccnc1N1CCNC(c2ccccc2)C1 (stereo not drawn)	9	-23
CCCCN(C)C(=O)CNC(=O)c1nn(-c2ccc(OC)c(Cl)c2)c(=O)c2ccccc12	18	0
COC(=O)Cn1cnc2c(-c3ccc(F)cc3)csc2c1=O	2	-1
O=C(CN(c1ccccc1)S(=O)(=O)c1ccc(Cl)cc1)N1CCCC1	0	0
Cc1ccc(F)c(NC(=O)CCc2ccccc2)c1	-11	-11
O=C1OC(c2ccccc2Cl)=N/C1=C/c1ccc([N+](=O)[O-])cc1	12	-3
COc1ccc(OC)c(/C=C2/SC(=Nc3ccc(C)cc3)NC2=O)c1	11	-2
Cn1c(=O)c(N2CCN(S(=O)(=O)c3ccc4c(c3)CCCC4)CC2)nc2ccncc21	0	-1
Cc1nc(-c2cccc(F)c2)sc1C(=O)N(C)C	-3	-3
O=C(NC1CC1)c1ccc(OCC2CCCN2C(=O)c2c(F)cccc2F)cc1 (stereo not drawn)	-2	-4
O=C(Cn1ncccc1=O)Nc1nc2ccccc2s1	-11	-7
Cc1ccccc1C1=N/C(=C\c2coc3ccc(Cl)cc3c2=O)C(=O)O1	-4	10
CCOc1ccccc1N1CCN(Cc2cccc(OC)c2OC)CC1	-5	-11
CSc1cccc(NC(=O)N2CCn3cccc3C2C(C)C)c1 (stereo not drawn)	4	-10
Cc1ccccc1-c1nnc(-c2cccc([N+](=O)[O-])c2)o1	3	-2
COc1ccc(Cl)cc1S(=O)(=O)NC1(c2nc(-c3ccncc3)no2)CCCCC1	25	2
Cc1ccc(Cn2cc(/C=C(\C#N)C(=O)NCC3CCCO3)c3ccccc32)cc1 (stereo not drawn)	24	-1
CC(C)(C)OC(=O)N1CCC(C(=O)Nc2cccc(C(=O)NC3CC3)c2)CC1	0	-3
COc1ccc(C2CC(C(F)(F)F)n3ncc(C(=O)N4CCOCC4)c3N2)cc1OC (stereo not drawn)	7	4
CCc1nc2c(c(=O)n1CC(=O)NC1CCCC1)CN(Cc1ccccc1)CC2	-6	-4
O=C(NCCc1c[nH]c2ccc(OCc3ccccc3)cc12)c1ccc(Cl)cc1	73*	-2

Next part:
mol	mHTT-CaM PPI inh	Pf apPOL inh
O=[N+]([O-])c1ccccc1CNC1CCCC1	-4	-4
COC1CCC2N=C(N)SC2C1 (stereo not drawn)	-4	0
Oc1oc(-c2ccccc2)nc1C=Nc1ncccn1	3	-1
Cn1c(CNC(=O)C2CCC2)nc2c1CN(C(=O)Cc1cccc(F)c1)CC2	5	-3
COc1cccc(C=C2SC(=S)N(CCCC(=O)O)C2=O)c1OC	12	-8
O=C(CN1CCN(C(=O)Nc2ccc(Cl)cc2)CC1=O)NCc1ccccc1F	-8	-4
COc1ccc(/C=C2/N=C(c3ccccc3Cl)OC2=O)cc1OC	4	-7
CCOc1cc(/C=C2\C(=O)ON=C2C)cc(Cl)c1OCc1ccc(F)cc1	93*	-1
CCOc1ccccc1C(=O)Nc1nnc(CC)s1	-4	0
CC(C)(C)c1ccc(Cn2c(N)nc3ccccc32)cc1	89*	-4
Cc1cc(NC(=O)c2ccc(S(=O)(=O)N3CCc4ccccc4C3)cc2)no1	-2	1
COc1ccc(C2OC34CCCCC3C(C#N)(C#N)C2(C#N)C(=N)O4)cc1 (stereo not drawn)	12	-4
COc1ccc(CC(=O)N2CC(=O)Nc3ccc(C)cc3C2c2ccc(F)cc2)cc1OC (stereo not drawn)	11	-7
Cn1c(=O)c2c(nc(NCc3ccco3)n2Cc2ccc(Cl)cc2Cl)n(C)c1=O	6	5
Cc1cc2c(cc1C)CSC(c1ccc(N(C)C)cc1)SC2	9	nt
Cc1ccc(C)c(NC(=O)C(=O)NCCc2ccc(F)cc2)c1	0	-4
Fc1cccc(Cl)c1C1CC(c2cccc(Br)c2)Nc2nnnn21 (stereo not drawn)	0	-3
O=C(O)C1CSC(C2CC=CCC2)N1 (stereo not drawn)	-1	nt
Cn1c(C2CCN(C(=O)C3CCCCC3)C2)nc2ccncc21 (stereo not drawn)	1	-5
O=c1[nH]cnc2c1C(c1ccc(Cl)cc1)c1c(nc[nH]c1=O)O2	2	-9
O=C(c1cccs1)N1CCc2ccc([N+](=O)[O-])cc2C1	-9	-4
O=C(Nc1ccc2scnc2c1)c1ccc(N2C(=O)CCC2=O)cc1	1	3
COc1ccc(NC(=O)c2noc3c2CC(C)CC3)c(OC)c1 (stereo not drawn)	3	2
O=C(COc1ccc2c(c1)C(=O)CC2)Nc1ccon1	-7	-3
COc1ccc(NC(=O)C2CC2c2ccccc2)c(OC)c1 (stereo not drawn)	5	-6
CCCNC(=O)C(=O)Nc1ccccc1F	-8	-12
CC1=C(C(=O)Nc2cc(C)ccn2)C(c2ccccc2C(F)(F)F)C2=C(CCCC2=O)N1 (stereo not drawn)	10	5
CCCCS(=N)(=O)CCC(N)C(=O)O (stereo not drawn)	nt	12
COc1ccc(C2=CC(c3ccccc3F)n3c(nc4ccccc43)N2)cc1 (stereo not drawn)	4	-4
Cc1cccc(N=C(N)NC(N)=O)c1	8	-2

The listing continues:
Molecule	mHTT-CaM PPI inh	Pf apPOL inh
O=C(COc1cccc([N+](=O)[O-])c1)NN1C(=O)c2ccccc2C1=O	-2	-9
Fc1ccc(-c2nc(-c3ccc(-n4ccnc4)nc3)no2)cc1F	-4	-3
CCC(=O)Nc1ccc(S(=O)(=O)N2CCCC2C(=O)NCc2csc(C)n2)cc1 (stereo not drawn)	1	-1
Brc1cnc2nc(COc3ccccc3)[nH]c2c1	-3	-12
CCN(CC)C(=O)CCC1CCN(c2cc(NC3CC3)ncn2)CC1	-2	-3
N=c1c(C(N)=O)cc2c(=O)n3ccccc3nc2n1CC1CCCO1 (stereo not drawn)	10	0
NC(=O)c1oc2ccccc2c1NC(=O)CCS(=O)(=O)Cc1ccccc1	-10	-6
COc1ccccc1C(=O)Nc1c2c(nn1-c1ccc(C)cc1)CSC2	14	-8
COC(=O)C1=CN(C2CC2)c2cc(N3CCCCC3)c(F)cc2S1(=O)=O	-5	-2
O=C1NC(=O)/C(=C/c2cccc(OCc3ccc([N+](=O)[O-])cc3)c2)S1	16	0
Cc1ccc(NC(=O)C(=O)NCCN2CCN(C(=O)c3ccc(Cl)cc3Cl)CC2)cc1C	-1	-2
c1ccc(-c2nnc(SCC3CCOCO3)n2-c2ccccc2)cc1 (stereo not drawn)	3	-4
O=S1(=O)C=C(N2CCCCC2)c2ccccc21	-2	3
O=C(NCc1ccc(F)cc1)c1ccc2c(c1)NC(=O)C1CCCCN21 (stereo not drawn)	-2	-1
CCc1cnc(N=CN(C)C)nc1-c1c(F)cccc1F	nt	-16
Cc1ccc(NC(=O)NCC2CCN(Cc3ccccc3F)CC2)cc1F	3	-3
O=C(CSc1nnc(-c2cccc(F)c2)n1-c1ccccc1)NCC1CCCO1 (stereo not drawn)	-1	0
O=C(c1ccco1)N1CCC(c2nc(-c3ccc(F)cc3)n[nH]2)CC1	12	10
CCOc1cc(C(NC(=O)c2ccccc2F)NC(=O)c2ccccc2F)ccc1OC	-2	1
CCCCCCCCCCCCCCCCCC(=O)c1cccs1	nt	-1
COc1ccc(Cl)cc1NC(=O)c1ccoc1C	-3	-2
Fc1ccc(C2Cn3cnc(-c4nc(-c5ccc6c(c5)OCO6)no4)c3CO2)cc1 (stereo not drawn)	10	2
CN(C)CCNC(=O)C1CCN(c2nc3ccc(-c4cccc(F)c4)nc3s2)CC1	16	-7
CCn1c2ccccc2c2cc(C=Nc3ccc(NC(C)=O)cc3)ccc21	-10	-3
CCN1CCN(C/C(C)=C/c2ccccc2)CC1	-1	15
CN1C(=O)/C(=C2\SC(=Nc3ccccc3)N(c3ccccc3)C2=O)c2ccccc21	4	nt
Cn1nc(C(=O)Nc2ccc(Br)cc2)cc1C(=O)Nc1ccc(Br)cc1	-2	8
Cc1ccc(-c2sc(N)nc2-c2ccc(Cl)cc2)cc1	nt	-1
N#Cc1nc(COc2ccc(Br)cc2)oc1NCc1ccco1	31	-9
COc1ccc(S(=O)(=O)N2Cc3ccccc3CC2C(=O)NC(C)(C)C#N)cc1 (stereo not drawn)	1	12
CCOc1ccccc1/C=c1\sc2nc3ccccc3n2c1=O	-8	-2
CCOc1ccc2nc(NS(=O)(=O)c3ccc4c(c3)n(C)c(=O)n4C)sc2c1	6	-2
O=C(NC1CCCCC1)c1c(O)c2cccc3c2n(c1=O)CC3	-1	3
CC(C)=CC(C)=NNc1c([N+](=O)[O-])cc(C(F)(F)F)cc1[N+](=O)[O-]	nt	18
Cc1ccc(C(N)=NO)cc1F	nt	6
COC(CNC(=O)c1ccc2c(c1)nc(C)n2-c1ccc(F)c(F)c1)OC	-8	-3
COc1ccc(S(=O)(=O)N2CCCC2)cc1	-11	-2
COCC(=O)N1CCC(c2ccn3ncc(C(=O)N4CCCC4)c3c2)CC1	6	5
Cc1cc(C)c2c(CC(=O)O)coc2c1	0	1
O=C(NCCc1ccccc1)C1CCNCC1	-5	0
Cc1cc(Cl)ccc1NC(=O)Cc1ccc([N+](=O)[O-])cc1	-3	-4
COc1ccccc1-c1cc(C(=O)N2CCCC2c2ccccc2F)no1 (stereo not drawn)	4	-9
CC1CN(C(=O)Nc2cc(F)cc(F)c2)CC1c1nc(-c2ccncc2)no1 (stereo not drawn)	1	-7
O=C(NCc1ccco1)C1CC(=O)N(CCc2ccccc2)C1 (stereo not drawn)	-7	26
